From PubChem BioAssay
PhoP inhibition: inhibitors of PhoP regulon expression, primary screen, Salmonella Typhimurium, GFP reporter (AID 1863) | inhibition, % at 50 µM; hits with a dose series show IC50 in µM | S. Typhimurium PhoP-regulated promoter GFP reporter, 4 h; higher % means a stronger effect | 300,000 compounds, 0.16% hits;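 active means inhibition over 29.93%, a cutoff 3 SD above the screen mean, later confirmed by dose response; inconclusive means inhibition over 29.93% but no dose response follow-up; inactive means inhibition at most 29.93% or unconfirmed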;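 further: 0% = low Mg2+ inducing control and 100% = high Mg2+ repressing control; strong numbers were not always called active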
RSV CPE inhibition: inhibition of RSV-induced cytopathic effect – HEp-2 cells, primary 10 µM value included (AID 2391); HEp-2 cells, RSV-induced CPE inhibition; higher % means a stronger effect; CPE inhibition, % at 10 µM; hits with a dose series show IC50 in µM; 310,000 compounds, 0.13% hits; in the data active means a potency from the dose series; inconclusive means CPE inhibition mostly from about 23% at the one dose, without a potency; inactive means the rest, 99 in 100 with CPE inhibition below about 21%; further: strong numbers were not always called active
West Nile antiviral: inhibition of WNV-induced cytopathic effect – cell-based, CPE readout (AID 1621) | 290,000 compounds, 0.02% hits | West Nile virus-infected cells, CPE inhibition; higher % means a stronger effect | CPE inhibition, % at 10 µM; hits with a dose series show IC50 in µM; in the data active means a potency from the dose series; inconclusive means CPE inhibition mostly from about 3.7% at the one dose, without a potency; inactive means the rest, 99 in 100 with CPE inhibition below about 2.2%; further: strong numbers were not always called active
GPR35 antagonists: GPR35 antagonists blocking zaprinast-driven arrestin recruitment, primary screen, imaging, U2OS, beta-arrestin-GFP, zaprinast agonist (AID 2058). inhibition, % at 10 µM, or IC50 in µM where a hit was titrated. 290,000 compounds, 0.052% hits. U2OS GPR35 beta-arrestin-GFP translocation imaging, zaprinast antagonism; higher % means a stronger effect;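 active means inhibition of at least 50% with at least 30 cells and total cytoplasm GFP at most 10,000,000; inconclusive means under 30 cells or total GFP of 10,000,000 plus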
CSM14.1 death rescue: protection against thapsigargin-triggered cell killing – 384-well, CSM14.1, ATP luminescence, primary screen (AID 1222); CSM14.1 thapsigargin-induced death rescue, ATP luminescence; higher % means a stronger effect; one-dose cellular ATP content (survival), % at 20 µM; EC50 in µM for titrated hits; 190,000 tested, under 10 active;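 active means EC50 below 50 µM in the dose-response confirmation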;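 further: death triggered by thapsigargin at about 15 µM added after 2 h compound pretreatment; cell ATP read after overnight thapsigargin exposure of roughly 18 to 22 hours; normalized against plate controls of thapsigargin alone and 5% DMSO vehicle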
LYP phosphatase: PTPN22 lymphoid phosphatase activity blockers – biochemical, fluorescence intensity, uHTS (AID 1779); recombinant LYP phosphatase, fluorescence intensity; higher % means a stronger effect; inhibition, % at 11.5 µM; hits with a dose series show IC50 in µM; 290,000 compounds, 0.054% hits; in the data active means inhibition above about 50%;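 further: plate controls were vehicle with enzyme for no effect and no enzyme for full effect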
SV40 large T antigen: SV40 large T antigen inhibitors, biochemical (AID 1903). SV40 large T antigen ATPase/helicase inhibition assay; higher % means a stronger effect. one-dose inhibition, % at 20 µM; IC50 in µM for titrated hits. 310,000 compounds, 0.39% hits; in the data active means a potency from the dose series; inconclusive means inhibition mostly from about 32% at the one dose, without a potency; inactive means the rest, 99 in 100 with inhibition below about 32%; further: strong numbers were not always called active
Dengue-2 NS5 capping: Dengue-2 NS5 methyltransferase inhibitors, primary screen, biochemical, confirmation dose response (AID 588689); Dengue-2 NS5 methyltransferase capping enzyme assay, biochemical; higher % means a stronger effect; one-dose inhibition, % at 25 µM; IC50 in µM for titrated hits; 340,000 compounds, 0.3% hits; in the data active means a potency from the dose series; inconclusive means inhibition above about 29% without an active follow-up result
MgcRacGAP inhibition: MgcRacGAP GTPase-activating activity inhibitors, confirmation, biochemical, ADP Hunter fluorescence; 340,000 compounds, 0.6% hits; MgcRacGAP-stimulated Rac1 GTP hydrolysis, ADP Hunter fluorescence; higher % means a stronger effect; GST-tagged Rac1 F28L mutant substrate; inhibition, % at 30 µM; hits with a dose series show IC50 in µM;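 active means first-screen hits whose inhibition reached a set limit at any dose in the follow-up dose series; inconclusive means inhibition above the set first-screen limit but never retested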;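 further: fluorescence reports GDP produced by GAP-driven GTP hydrolysis; strong numbers were not always called active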
Dengue-2 NS5 capping pilot replicate: second read-out of Dengue-2 NS5 capping, no call of its own (marks repeat the call); inhibition, %; measured here: pilot screen replicate inhibition
Numbers without * were called inactive; u = inconclusive; x = no result given.

SMILES | PhoP inhibition | RSV CPE inhibition | West Nile antiviral | GPR35 antagonists | CSM14.1 death rescue | LYP phosphatase | SV40 large T antigen | Dengue-2 NS5 capping | MgcRacGAP inhibition | others
Cc1noc(C)c1S(=O)(=O)N(CC(=O)NC1CCCC1)c1ccc(C(C)C)cc1 | -5% | -1.3% | -0.2% | 10% | x | -4% | 4% | -7% | 14%
N/C(=N\S(=O)(=O)c1cc(C(F)(F)F)cc(C(F)(F)F)c1)c1cccs1 | -8% | 4.6% | -1.6% | 3% | x | -1% | 4% | -3% | 7%
CCC1OC23CCCCC2C(C#N)(C(=N)O3)C1(C#N)C#N (stereo not drawn) | -9% | 4.3% | 0.1% | -1% | -1.9% | -10% | 19% | u | 11%
CN1C(=O)CC(C(=O)O)SC1=Nc1cc(Cl)c(O)c(Cl)c1 (stereo not drawn) | 1% | 0.8% | 0.0% | -1% | -1.1% | 1% | 16% | 12% | 22%
CN(C(=O)COC(=O)c1cccnc1Nc1ccccc1F)C1CCS(=O)(=O)C1 (stereo not drawn) | -22% | 0.7% | 0.0% | 15% | 2.2% | -11% | 9% | -3% | 8%
COc1ccc(N=Nc2ccc(O)c3ncccc23)cc1 | -1% | 3.9% | 0.0% | -2% | x | -10% | 12% | -8% | 5%
CCOC(=O)c1cnn(-c2nc(-c3ccccc3)cs2)c1C(F)(F)F | -3% | 17% | 0.0% | 17% | 2.1% | 1% | 8% | -8% | 4%
O=C(c1ccc(S(=O)(=O)N2CCOCC2)cc1)N1CCN(c2ccccc2F)CC1 | -1% | 0.5% | -0.5% | -14% | -1.7% | -10% | 9% | 0% | 6%
NC(=O)N1N=C2/C(=C/c3ccccc3)CCCC2C1c1ccccc1 (stereo not drawn) | -2% | u | -0.2% | -6% | x | -2% | 11% | -7% | 8%
O=C(CC1C(=O)NCCN1Cc1cccc(F)c1F)NCCCC1CCCC1 (stereo not drawn) | 5% | -0.1% | -0.1% | -13% | x | -4% | 19% | -2% | 4%
CC(C)Oc1ccc(C(=O)NC2=NCCS2)cc1 | 0% | 1.9% | -1.1% | -13% | -4.9% | -5% | 12% | 1% | 6%
COc1ccc(CN=Nc2cc(C)nc(NS(=O)(=O)c3ccccc3Cl)n2)cc1 | 7% | -0.8% | -0.2% | -6% | -0.8% | -9% | 8% | x | x
O=C1N/C(=N\N=C\c2cccnc2)SC1Cc1ccc(SC(F)F)cc1 (stereo not drawn) | -4% | 1.8% | u | -5% | 1.4% | 1% | -15% | -1% | 6%
Cc1cccc(N(CC(=O)NC(C)C)C(=O)CCC(=O)Nc2nccs2)c1 | -1% | 0.4% | -0.6% | 9% | x | -5% | 7% | -5% | 11%
CCN(CC)c1ccc(-c2nnc(SCC(=O)N(CCOC)c3c(N)n(CC(C)C)c(=O)[nH]c3=O)o2)cc1 | -2% | 8.8% | x | x | x | x | 6% | -7% | 2%
O=C(COC(=O)CNC(=O)c1cccc([N+](=O)[O-])c1)NCc1ccco1 | 1% | 0.6% | 0.9% | -8% | 0.4% | -3% | 9% | -4% | 1%
CCN1C(=O)c2ccccc2S(=O)(=O)c2ccc(C(=O)NCCCN(CC(C)C)CC(C)C)cc21 | 10% | 0.5% | -0.6% | 14% | x | -2% | -1% | -3% | 11%
COc1ccc2c(C)c(Cc3ccccc3)c(=O)oc2c1OC | -9% | 3.8% | -1.2% | 2% | 0.1% | 6% | 5% | -5% | -3%
COC(=O)CSc1n[nH]c(-c2cccnc2)n1 | 29% | -0.8% | 0.2% | 0% | -1.4% | -21% | -1% | 0% | 3%
Cn1c(COc2ccc(C(=O)O)cc2)nc2ccccc21 | -7% | 2.2% | 1.3% | 6% | x | -4% | 4% | -11% | -2%
CCCOC(=O)c1ccc(Oc2cn[nH]c2-c2ccc(OCC(=O)NN)cc2O)cc1 | -1% | 9.8% | 0.1% | 9% | x | -4% | 5% | 0% | 10%
O=C(CSc1nc2nn(-c3ccccc3)c(=O)c-2c2n1CCCCC2)NCCCc1ccccc1 | -5% | 2.7% | -0.8% | -11% | 1.2% | -4% | 7% | -5% | 5%
O=C(N/N=C/c1ccccc1O)C(=O)Nc1ccccn1 | 3% | 2.8% | 0.5% | 17% | -1.1% | -3% | 7% | -1% | 6%
CC(C)Cc1nc2n[nH]c(N)c2c2c1COC(C)(C)C2 | 13% | 0.7% | 0.4% | 7% | -1.0% | -8% | 5% | -1% | -1%
CCc1ccccc1NC(=O)c1ccc([N+](=O)[O-])s1 | 11% | 1.0% | -1.4% | 7% | x | -4% | -2% | -6% | 4%
CC12CCC3(CO)COC(c4ccccc4O1)C2C3 (stereo not drawn) | -9% | 4.1% | 0.5% | 7% | 0.3% | -6% | -1% | -1% | -5%
O=C(NCc1c(Cl)cccc1Cl)c1ccc2nnsc2c1 | -1% | x | -0.8% | 20% | x | -2% | 5% | -1% | 17%
Cc1csc2c(N3CCN(S(=O)(=O)c4ccc(Cl)cc4)CC3)ncnc12 | -5% | x | -1.3% | 18% | x | -2% | 7% | 4% | 7%
CCOc1cccc(-c2nnc(SCC(=O)Nc3ccc(OC)c(OC)c3)n2N)c1 | 2% | -0.5% | -0.5% | 12% | -2.1% | -2% | 0% | -6% | 1%
CC(C)N(C(=O)c1sc2cc([N+](=O)[O-])ccc2c1Cl)C(C)C | -4% | 2.2% | -0.6% | 14% | 0.1% | -1% | 6% | -2% | 6%
O=C(O)CCC(=O)Nc1cccc(-c2csc(-c3ccccc3)n2)c1 | 1% | 4.5% | 0.1% | -4% | 1.0% | -7% | 8% | -2% | 3%
COc1ccc(N(CC(=O)N2CCN(Cc3ccccc3)CC2)S(=O)(=O)c2ccccc2)cc1 | -1% | 1.7% | -1.1% | -5% | x | -2% | 0% | -5% | 4%
Cc1cc(NC(=O)CSc2n[nH]c(-c3cccs3)n2)no1 | -1% | 0.0% | 0.1% | 19% | -0.5% | -1% | 17% | -2% | 5%
Cc1cccc(-c2cc3c(N=O)c4ccccc4c-3n[nH]2)c1 | -7% | 17% | -0.7% | 8% | -2.6% | -9% | 6% | -4% | 12%
COc1cc(C(=O)O/N=C(\N)Cc2ccc([N+](=O)[O-])cc2)cc(OC)c1OC | -7% | 8.4% | u | 5% | x | -10% | 18% | x | x
CCc1ccc(NC(=O)CNC(=O)c2cn(-c3ccccc3OC)c(=O)c3ccccc23)cc1 | -8% | 3.4% | -0.3% | 27% | 0.5% | -7% | 4% | 5% | 6%
O=C1CCCC(=O)N1c1ccc(N2CCN(c3ccccc3)CC2)c([N+](=O)[O-])c1 | 5% | 1.7% | 0.0% | 4% | 1.9% | -3% | 9% | -10% | 13%
Cc1csc(NC(=O)c2cc[n+]([O-])cc2)n1 | 5% | 2.7% | 0.4% | -23% | -0.7% | -5% | -8% | -10% | 6%
Cc1ccc(-n2c(SCc3cc(=O)n4ccsc4n3)nnc2-c2cccnc2)c(C)c1 | -14% | 8.0% | x | -11% | -0.4% | -3% | 10% | 1% | 11%
CSCCC(NC(=O)c1ccccc1)C(=O)NC1CC1 (stereo not drawn) | -6% | 0.3% | 0.1% | -6% | -3.2% | -7% | 8% | -9% | 1% | Dengue-2 NS5 capping pilot replicate=-3.5
COc1cccc(/C=N/NC(=O)COc2cccc3cccnc23)c1O | -3% | 0.2% | -0.3% | -3% | -1.2% | -2% | 6% | -3% | 10%
COc1ccccc1CC(=O)NCCc1ccccc1 | -2% | 1.4% | -0.3% | 0% | x | -10% | 5% | -3% | 8% | Dengue-2 NS5 capping pilot replicate=1.8
Cc1nc(C)c(C(=O)C2=C(O)C(=O)N(CCCn3ccnc3)C2c2ccc(Cl)cc2)s1 (stereo not drawn) | -7% | 1.3% | -0.1% | 1% | -0.1% | -4% | -1% | -10% | 10%
C/C=C\C=C/C(=O)Nc1cccc(C2=NOC3(C2)C[C@@H](C(N)=O)N(C(=O)/C=C/CC)C3)c1 (stereo partly drawn) | 3% | 3.2% | 0.3% | 14% | x | -6% | 21% | -23% | 15%
Cc1cc([N+](=O)[O-])ccc1NC(=O)C[n+]1ccc(N(C)C)cc1 | 5% | -0.5% | 0.2% | 2% | 1.9% | -10% | 7% | -4% | 8%
CN1CC[C@@]2([C@@]34CCN(C)C3Nc3ccccc34)c3ccccc3NC12 (stereo partly drawn) | 3% | -0.9% | -0.1% | x | x | x | 8% | -1% | 6%
Cc1ccc(S(=O)(=O)N(C)C)cc1NC(=S)N1CCN(Cc2ccc3c(c2)OCO3)CC1 | -6% | -2.4% | -1.9% | -5% | 1.7% | -3% | 9% | -6% | 6%
O=C(c1ccccc1F)N1CCN(S(=O)(=O)c2ccc(Br)cc2)CC1 | -7% | 1.8% | -0.5% | 6% | x | -5% | 7% | -3% | 17%
N/C(=N\OC(=O)c1cccc(F)c1)c1ccccn1 | 0% | 1.4% | 0.8% | -3% | x | -8% | 19% | -8% | -3%

Filtered by structure, those above containing two or more sulfur atoms
SMILES | PhoP inhibition | RSV CPE inhibition | West Nile antiviral | GPR35 antagonists | CSM14.1 death rescue | LYP phosphatase | SV40 large T antigen | Dengue-2 NS5 capping | MgcRacGAP inhibition | others
N/C(=N\S(=O)(=O)c1cc(C(F)(F)F)cc(C(F)(F)F)c1)c1cccs1 | -8% | 4.6% | -1.6% | 3% | x | -1% | 4% | -3% | 7%
O=C1N/C(=N\N=C\c2cccnc2)SC1Cc1ccc(SC(F)F)cc1 (stereo not drawn) | -4% | 1.8% | u | -5% | 1.4% | 1% | -15% | -1% | 6%
Cc1csc2c(N3CCN(S(=O)(=O)c4ccc(Cl)cc4)CC3)ncnc12 | -5% | x | -1.3% | 18% | x | -2% | 7% | 4% | 7%
Cc1cc(NC(=O)CSc2n[nH]c(-c3cccs3)n2)no1 | -1% | 0.0% | 0.1% | 19% | -0.5% | -1% | 17% | -2% | 5%
Cc1ccc(-n2c(SCc3cc(=O)n4ccsc4n3)nnc2-c2cccnc2)c(C)c1 | -14% | 8.0% | x | -11% | -0.4% | -3% | 10% | 1% | 11%
Cc1ccc(S(=O)(=O)N(C)C)cc1NC(=S)N1CCN(Cc2ccc3c(c2)OCO3)CC1 | -6% | -2.4% | -1.9% | -5% | 1.7% | -3% | 9% | -6% | 6%
